# Bioassay records deposited in PubChem BioAssay by National Center for Advancing Translational Sciences (NCATS).
# D2 potentiator = D2 dopamine receptor (human) potentiation. 340,000 tested, 0.34% active. potentiation, % at 10 µM. HEK293 T-REx D2, calcium flux, EC20 dopamine potentiation;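 active = potentiation over 3 SD above the plate norm, cut at about 30% in these data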; also: 0% is about no effect
# Target sequence (P14416 whole entry, looked up): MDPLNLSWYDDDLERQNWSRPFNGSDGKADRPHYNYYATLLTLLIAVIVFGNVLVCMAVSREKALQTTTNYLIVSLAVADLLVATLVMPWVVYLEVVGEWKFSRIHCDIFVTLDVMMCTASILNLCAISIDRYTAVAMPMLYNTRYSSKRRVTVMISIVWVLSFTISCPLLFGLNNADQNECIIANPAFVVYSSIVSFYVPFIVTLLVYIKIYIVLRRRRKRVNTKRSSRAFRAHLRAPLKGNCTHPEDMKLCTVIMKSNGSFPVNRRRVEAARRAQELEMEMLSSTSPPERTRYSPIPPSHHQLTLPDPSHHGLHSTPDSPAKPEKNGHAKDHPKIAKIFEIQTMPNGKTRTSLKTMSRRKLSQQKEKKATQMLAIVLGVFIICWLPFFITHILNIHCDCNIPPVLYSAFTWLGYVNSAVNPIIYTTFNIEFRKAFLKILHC
#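 Primary screen. Calcium kinetics in induced HEK293 T-REx D2 cells: compound pre-addition 180 s, EC20 dopamine, 180 s more.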
# RXFP1 agonist = agonists of human relaxin receptor RXFP1 | Q9HBX9 | Potency, µM (titrated, usually from 57.5 µM), without a hit: at the top dose activation, most hits filed as activators | 370,000 tested, 0.3% active | AID 2676 | HEK293T-RXFP1 cAMP TR-FRET, 30 min; response scale: percent of porcine relaxin response, buffer zero; active = well fitted activation curve with a large enough effect; also: potency is read from the fitted curve at half-maximal effect; % is scaled to controls: 0 for no effect and ±100 for the full control effect; nearly all actives have a fitted effect of over 60% in size; many of its hits are not listed in these tables
#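 HEK293T cells stably expressing RXFP1 were pretreated with the PDE4 inhibitor Ro 20174, exposed to compounds for 30 min at 37C, lysed, and cAMP was read by TR-FRET. Data normalized to buffer (basal) and 29 nM porcine relaxin (100%).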
# D2 agonist = D2 dopamine receptor (human) agonism. P14416. HEK293 T-REx D2 cells, calcium flux agonist mode. activation, % at 2 µM. 340,000 tested, 0.53% active. AID 485358;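 active = activation over 3 SD above normal in the single-dose calcium agonist read, cut at about 30% in these data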; also: 0% is about no effect
#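 Tetracycline-induced HEK293 Trex cells with D2 receptor force-coupled to calcium signaling, plated overnight at 30 C and loaded with no-wash calcium dye. Calcium flux read kinetically for 180 s after compound addition; responses flag agonists.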
# D1 potentiator = potentiators of human D1 dopamine receptor | P21728 | HEK293 TREx D1 cells, calcium flux, dopamine EC20 potentiation | potentiation, % at 10 µM | 360,000 tested, 0.036% active; in the data active = potentiation above about 30%; also: 0% is about no effect
# Target sequence (P21728 whole entry, looked up): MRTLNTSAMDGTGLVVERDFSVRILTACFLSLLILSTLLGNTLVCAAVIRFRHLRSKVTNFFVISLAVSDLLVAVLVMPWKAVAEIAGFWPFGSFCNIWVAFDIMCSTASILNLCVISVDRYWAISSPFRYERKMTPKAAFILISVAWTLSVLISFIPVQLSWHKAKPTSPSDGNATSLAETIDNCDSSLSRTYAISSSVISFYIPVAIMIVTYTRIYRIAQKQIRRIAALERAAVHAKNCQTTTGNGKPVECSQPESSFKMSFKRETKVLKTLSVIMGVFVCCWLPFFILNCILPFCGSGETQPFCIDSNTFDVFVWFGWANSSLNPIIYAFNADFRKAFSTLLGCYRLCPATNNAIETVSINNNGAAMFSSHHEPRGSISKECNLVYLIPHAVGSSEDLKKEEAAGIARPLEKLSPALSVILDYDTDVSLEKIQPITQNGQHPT
# RXFP1 antag = RXFP1 (human) relaxin receptor antagonism; Q9HBX9; HEK293-RXFP1, relaxin-stimulated cAMP HTRF, 30 min; hits give low values; activity change, negative = inhibition, % at 57.5 µM; 350,000 tested, 0.59% active; AID 1259400;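 active = activity change of -60% or lower, but not beyond a set lower limit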; also: % is scaled to controls: 0 for no effect and ±100 for the full control effect
# D1 ag = agonists of human D1 dopamine receptor | P21728 | HEK293 T-REx D1 cells, calcium flux, agonist mode | activation, % at 2 µM | 360,000 tested, 1% active; in the data active = activation above about 30%; also: 0% is about no effect
#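 Inducible HEK293 T-REx D1 cells, force-coupled to calcium signalling, were plated at 4000 cells/well with tetracycline and held overnight at 30 C. After no-wash calcium dye loading, compound-evoked calcium rise over 180 s flagged agonists.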
# D2 antagonist = antagonists of human D2 dopamine receptor; 340,000 tested, 2% active; inhibition, % at 10 µM; AID 485344; HEK293 TREx D2 cells, calcium flux, dopamine EC80; in the data active = inhibition above about 30%; also: 0% is about no effect
#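 Measurement of antagonist activity uses fluorescent calcium dye in inducible HEK293 T-REx D2 cells: 10 s baseline, compound addition with 180 s read, EC80 dopamine addition with a further 180 s read.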
# D1 antagonist = antagonists of human D1 dopamine receptor | 360,000 tested, 3.2% active | activity change, negative = inhibition, % at 10 µM | HEK293 TREx D1 cells, calcium flux, dopamine EC80; hits give low values | AID 504652; in the data active = activity change below about -30%; also: % is scaled to controls: 0 for no effect and ±100 for the full control effect
#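 Using tetracycline-induced force-coupled D1 Hek293 cells and a calcium dye, signals were followed for 180 s after compound, then for 180 s after EC80 dopamine, to detect inhibitors.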
# TRHR enhancer = allosterically enhances the human TRH receptor. TRHR cells, fluo-8 calcium fluorescence, EC20 TRH enhancement. enhancement, % at 2 µM. 360,000 tested, 0.66% active. AID 493056; in the data active = enhancement above about 30%; also: 0% is about no effect
#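 TRHR-expressing cells loaded with fluo-8 calcium dye were read kinetically (ex 480/em 530) during compound addition, then stimulated with an EC20 of TRH (10 nM final). Enhancement of the Gq-mediated intracellular calcium response was scored.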
# Starred values were filed as active, the others as inactive; nt = no result given. The list is partial; the hit share may differ from the screen's.
SMILES,D2 potentiator,RXFP1 agonist,D2 agonist,D1 potentiator,RXFP1 antag,D1 ag,D2 antagonist,D1 antagonist,TRHR enhancer
COc1ccc(OC)c(NC(=O)C2C(C(=O)O)C3(Cl)C(Cl)=C(Cl)C2(Cl)C3(Cl)Cl)c1 (configuration not stated),-11,-3.1%,1.0,-2,4,2,1,-5,-4
CCN(CC)S(=O)(=O)c1ccc(N2CCCC2)c(NC(=O)C2=COCCO2)c1,2,5.4%,-0.4,5,14,3,20,-9,-2
COc1ccc(NC(=S)N/C(=N/S(=O)(=O)c2ccc(C)cc2)c2ccccc2)cc1,3,-2.2%,0.0,0,-4,2,-9,13,10
CN1C(=O)/C(=C2/C=Cc3ccccc3N2CCCS(=O)(=O)O)SC1=S,nt,18%,nt,3,16,2,nt,1,3
CC(=O)NC1C(=O)N=C(SCC(=O)NCc2ccccc2)NC1=O (configuration not stated),-36,4.2%,-0.5,-1,-8,1,22,32,0
CCn1c(CCNC(=O)c2cccs2)nnc1SCC(=O)Nc1ccc(Cl)cc1,-3,0.8%,-0.1,12,-8,1,7,2,-3
CC1CC(=O)Nc2ccccc2N1C(=O)Nc1ccccc1 (configuration not stated),10,-0.3%,0.1,-6,6,4,-23,3,-3
Nc1c(Br)c(=O)[nH]c(=O)n1-c1ccccc1,8,0.7%,0.3,-8,5,1,4,16,-2
NS(=O)(=O)c1ccc(CCNC(=O)c2ccc3nc(CCc4ccccc4)oc3c2)cc1,2,3.1%,0.9,-3,-13,0,nt,8,-7
COC(=O)c1nnn(-c2nonc2N)c1CSc1nc2ccccc2s1,-8,0.4%,0.5,-4,-12,-1,-4,-25,3
Clc1cccc(CN2C3=NCCCN3c3ccccc32)c1,11,2.6%,0.7,-2,-7,8,-6,3,2
COC(=O)[C@H]1C[C@@H]1[C@H](NS(=O)(=O)c1ccc2ccccc2c1)c1ccccc1,-1,1.6%,0.0,2,nt,-1,-24,0,2
Cc1c(C(=O)OCC(=O)NC2CC2)oc2ccc(Br)cc12,0,0.0%,0.8,3,-19,3,4,-10,-5
C[C@@H]1CC=C[C@H]2[C@H]1C(=O)N(Cc1ccccc1)[C@H]2c1ccc(-c2ccc(F)cc2)cc1F,5,-0.7%,-0.1,-7,nt,20,11,15,-3
CC(=O)N(Cc1cc2cc(C)c(C)cc2n2nnnc12)CC1COCCO1 (configuration not stated),7,1.2%,-0.9,3,1,3,-9,18,5

# Record cards, from the list above. Order of values: D2 potentiator	RXFP1 agonist	D2 agonist	D1 potentiator	RXFP1 antag	D1 ag	D2 antagonist	D1 antagonist	TRHR enhancer
# COC(=O)[C@H]1C[C@@H]1[C@H](NS(=O)(=O)c1ccc2ccccc2c1)c1ccccc1 as listed: -1	1.6%	0.0	2	nt	-1	-24	0	2
# Cc1c(C(=O)OCC(=O)NC2CC2)oc2ccc(Br)cc12 as listed: 0	0.0%	0.8	3	-19	3	4	-10	-5
# COc1ccc(NC(=S)N/C(=N/S(=O)(=O)c2ccc(C)cc2)c2ccccc2)cc1 as listed: 3	-2.2%	0.0	0	-4	2	-9	13	10

# Going on with the list:
SMILES,D2 potentiator,RXFP1 agonist,D2 agonist,D1 potentiator,RXFP1 antag,D1 ag,D2 antagonist,D1 antagonist,TRHR enhancer
CCOc1ncccc1C(=O)Nc1cc(S(=O)(=O)N2CCCCC2)ccc1Cl,20,1.1%,0.7,-6,-5,1,-19,2,3
CC1(C)CC(=O)C2=C(C1)N(c1ccc(F)cc1)C(=O)CC2c1cccnc1 (configuration not stated),13,0.9%,2.1,-1,nt,1,3,-1,9
Cc1ccc(NC(=O)CSc2ccc(-c3ccccn3)nn2)c(C)c1,-3,-2.2%,2.4,-3,-5,1,-12,6,-7
COc1ccc(/C=C/C(=O)C2(O)CCCCC2)cc1OC,-9,-0.4%,-0.2,4,17,3,-1,7,7
CC(C)C(OC(=O)C1CCCO1)C(=O)NC1CCCC1 (configuration not stated),13,-0.6%,-1.8,1,4,1,0,8,-6
S=C(c1ccccc1)N1CCN(C(=S)c2ccccc2)CC1,-8,0.1%,0.0,-9,-6,3,12,-10,-3
O=C(Nc1nnc(-c2ccccc2F)s1)c1cccnc1,nt,0.8%,nt,-6,-1,4,nt,-4,7
Cc1sc2nc(CSc3ncn[nH]3)[nH]c(=O)c2c1C,1,4.5%,1.3,-2,-4,0,3,12,21
Cc1ccc(C)c(NC(=O)COC(=O)c2c(C)nn(-c3ccccc3)c2C)c1,7,0.8%,-0.6,-1,-11,2,5,13,-2
O=C(Nc1ccc(Cl)c(Cl)c1)N(Cc1c[nH]c2ccccc12)C1CCCCC1,-1,2.3%,-0.9,5,nt,2,nt,19,1
CC(C)(C=O)C1=CC(=O)c2ccccc2C1=O,3,0.2%,4.5,-4,nt,3,15,7,7
CCCCNC(=O)c1cc2cccc([N+](=O)[O-])c2[nH]1,-11,0.2%,-2.4,1,-8,3,-10,-10,-5
Cc1noc(C)c1COC(=O)CCC(=O)c1ccc(F)cc1,2,1.0%,2.8,0,7,4,3,4,5
CC(C)C[C@H](NC(=O)c1nc[nH]c1C(=O)N1CCC(C)CC1)C(=O)OC(C)(C)C,-7,-0.3%,0.1,8,nt,-2,-28,20,3
Cc1cc(OC(=O)c2cccc(Br)c2)c([N+](=O)[O-])c(=O)[nH]1,-28,-4.5%,0.1,1,nt,4,-5,-2,2

# 5 consecutive records from above, quoted:
SMILES,D2 potentiator,RXFP1 agonist,D2 agonist,D1 potentiator,RXFP1 antag,D1 ag,D2 antagonist,D1 antagonist,TRHR enhancer
CC(=O)NC1C(=O)N=C(SCC(=O)NCc2ccccc2)NC1=O (configuration not stated),-36,4.2%,-0.5,-1,-8,1,22,32,0
CCn1c(CCNC(=O)c2cccs2)nnc1SCC(=O)Nc1ccc(Cl)cc1,-3,0.8%,-0.1,12,-8,1,7,2,-3
CC1CC(=O)Nc2ccccc2N1C(=O)Nc1ccccc1 (configuration not stated),10,-0.3%,0.1,-6,6,4,-23,3,-3
Nc1c(Br)c(=O)[nH]c(=O)n1-c1ccccc1,8,0.7%,0.3,-8,5,1,4,16,-2
NS(=O)(=O)c1ccc(CCNC(=O)c2ccc3nc(CCc4ccccc4)oc3c2)cc1,2,3.1%,0.9,-3,-13,0,nt,8,-7

# Other entries:
SMILES,D2 potentiator,RXFP1 agonist,D2 agonist,D1 potentiator,RXFP1 antag,D1 ag,D2 antagonist,D1 antagonist,TRHR enhancer
COc1cc(CNCc2ccc(C)cc2)cc(OC)c1OC,-25,2.8%,-0.9,5,6,0,26,-22,-2
COCCn1c(SCC(=O)c2ccc(F)cc2)nc2cc(C(=O)NC3CCCC3)ccc2c1=O,2,0.8%,0.1,2,nt,1,nt,-1,7
CCC(=O)N=c1sc2ccccc2n1-c1ccccc1,7,-0.4%,-0.5,2,-13,2,3,17,2
CCc1ccc(S(=O)(=O)c2cnc3ccc(OC)cc3c2N2CCCC(C)C2)cc1 (configuration not stated),14,3.3%,-0.5,-9,-29,7,nt,-56*,2
O=C1CSC2(C(=O)N(Cc3ccccc3F)c3ccccc32)N1c1ccc(F)cc1 (configuration not stated),1,0.6%,-0.3,0,nt,0,nt,-2,1
CCCC(=O)NC(Nc1ccccc1F)C(Cl)(Cl)Cl (configuration not stated),10,-1.4%,1.0,-6,nt,3,-7,-28,0
CC(C)C(=O)NC(c1cccs1)c1cc([N+](=O)[O-])c2cccnc2c1O (configuration not stated),-5,-0.2%,0.0,2,-21,2,-7,-2,4
COc1ccc(C2C(C(=O)NCCCN3CCOCC3)c3ccccc3C(=O)N2c2ccc(OC)cc2)cc1 (configuration not stated),13,3.3%,1.8,-3,-4,0,12,-8,-1
COc1cc(C(=O)NCC(=O)NCC(c2ccco2)N2CCCCC2)cc(OC)c1OC (configuration not stated),-8,-1.8%,-1.9,-5,2,1,8,16,-4
COc1ccc(CNC(=O)c2ccc3c(c2)N(C)C(=O)C2CCCCN32)cc1OC (configuration not stated),1,0.6%,0.3,5,0,1,nt,8,3
O=C(CC12CC3CC(CC(C3)C1)C2)NC(Cc1ccccc1)C(=O)O (configuration not stated),7,3.2%,-0.2,-1,13,2,-15,4,2
COc1ccc(N2C(=O)CCC(C(=O)NCCN3CCOCC3)C2c2ccc(OC)c(OC)c2)cc1 (configuration not stated),23,0.7%,0.3,0,4,7,-21,-6,20
COc1ccc(CCNC(=O)c2ccc(CNS(=O)(=O)c3ccc(C(C)(C)C)cc3)cc2)cc1OC,-22,0.1%,7.8,-4,-12,10,14,-9,3
CN(c1ccc(OCC(=O)OCC(=O)Nc2ccc(F)cc2)cc1)S(=O)(=O)c1ccc(Cl)cc1,4,-0.9%,0.3,-5,-7,9,-3,-56*,-6
C/C(=N\NC(=O)c1ccc(Cl)c(Cl)c1)c1cccc(NC(=O)C(C)C)c1,-2,0.0%,0.8,-1,4,1,0,5,12
Nn1c(SCC(=O)NC2CCCCC2)nnc1-c1ccco1,6,-0.3%,0.4,-2,-5,0,-18,19,6
CC(C)(C)NCC(=O)N/N=C/c1ccc(OCc2ccccc2)cc1,-10,-1.4%,0.2,3,-15,4,4,-12,1
CCOC(=O)c1sc2ncnc(N3CCN(CC)CC3)c2c1C,nt,11%,-0.6,-7,-20,1,-4,-12,-2
COc1ccc(C(=O)Nc2cccc(S(=O)(=O)NC3=NCCCCC3)c2)cc1,5,-0.7%,0.3,2,-6,3,6,-19,3
